TTR transcr act: activators of transthyretin transcription; SH-SY5Y TTR promoter Gaussia luciferase, luminescence; 100% = recombinant luciferase protein wells; activation, % at 16.7 µM; 92,000 compounds, 1.3% hits; AID 1117267;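 active = activation above the mean of all tested compounds plus 3 SD, cut at about 9.5% in these data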;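 note: cells exposed to compounds for one day before reading; 0% = median of all test compound wells on the plate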
The depositor's hits bear a star.

Start of the listing, in advance:
SMILES,TTR transcr act
COc1ccc(-c2cc(C(F)(F)F)nc(SCCC(=O)N3CCCC3)n2)cc1,-0.9
COc1cc(S(=O)(=O)Nc2ccc(C(=O)NCC(=O)O)cc2)ccc1NC(C)=O,0.9
CCC(=O)N(NC1=NS(=O)(=O)c2ccccc21)S(=O)(=O)c1ccc(C)cc1,1.9

This part in full, from the first entry:
SMILES,TTR transcr act
COc1ccc(-c2cc(C(F)(F)F)nc(SCCC(=O)N3CCCC3)n2)cc1,-0.9
COc1cc(S(=O)(=O)Nc2ccc(C(=O)NCC(=O)O)cc2)ccc1NC(C)=O,0.9
CCC(=O)N(NC1=NS(=O)(=O)c2ccccc21)S(=O)(=O)c1ccc(C)cc1,1.9
O=[N+]([O-])c1ccccc1Nc1ccccc1[N+](=O)[O-],1.8
Cc1cccc(C(=O)OCC(=O)NC(=O)NCc2ccccc2)c1,-0.4
COc1ccc(C(C#N)Nc2ccccc2C)cc1 (stereo not given),1.3
CCOC(=O)CCn1c(=S)n(CCC(=O)OCC)c2ccccc21,-0.5
COc1cc2nnn(-c3ccncc3)c2cc1OC,0.4
O=C(OCc1nc2ccccc2s1)c1ccco1,0.9
CC1Cc2ccccc2N1C(=O)CSc1nnc(-c2ccccc2)c(-c2ccccc2)n1 (stereo not given),-3.3
CCCS(=O)(=O)NC(=O)C1(C)CCN(C(=O)Cc2cccc(OC)c2)C1 (stereo not given),2.9
COc1ccc(OCCCC(=O)Nc2ccc(S(=O)(=O)N3CCOCC3)cc2)cc1,3.7
Cc1cccc(-n2ncc3c(NCCc4ccc(S(N)(=O)=O)cc4)ncnc32)c1,1.8
Cc1ccc([N+](=O)[O-])cc1S(=O)(=O)N(C(=O)c1ccncc1)c1ccc2oc3c(c2c1)CCCC3,3.5
Cc1ccc(NC(=O)Nc2nc3ccc(S(C)(=O)=O)cc3s2)cc1,1.9
O=C(CN1CCN(C(=O)c2ccccc2F)CC1)Nc1ccc(Br)cc1,-2.6
CC(=O)Nc1cccc(NC(=O)Nc2ccc(F)cc2F)c1,-1.9
C=CCC[C@H](Cc1ccc(F)cc1)C(=O)OC[C@@H](Cc1c[nH]c2ccccc12)NC(=O)[C@H](CC=C)CC(=O)NCCO,-2.6
O=C(c1ccco1)c1coc2c1cc(O)c1ccccc12,-1.8
CC1C(=O)N2CCCc3cc(NC(=O)C4CC4)cc1c32 (stereo not given),0.2
COc1cccc(/C=N/NC(=O)CNC(=O)c2ccc(S(=O)(=O)N3CCCC3)cc2)c1OC,-0.6
O=C(NNS(=O)(=O)c1ccccc1)C1CCN(S(=O)(=O)c2ccc(Cl)cc2)CC1,-0.4
COC(=O)c1ccc(NC(=S)NCC2CC2)cc1,-0.4
Cc1ccc(CNC(=O)c2ccc(N3CCC4(CC3)CC(c3cccc(Br)c3)=NO4)c(NC(=O)c3c(Cl)cccc3Cl)c2)cc1,0.9
CCOC(=O)CNc1c(-c2ccc(F)cc2)nc2cnccn12,3.7

Of the compounds above, 2 contain bromine:
SMILES,TTR transcr act
O=C(CN1CCN(C(=O)c2ccccc2F)CC1)Nc1ccc(Br)cc1,-2.6
Cc1ccc(CNC(=O)c2ccc(N3CCC4(CC3)CC(c3cccc(Br)c3)=NO4)c(NC(=O)c3c(Cl)cccc3Cl)c2)cc1,0.9

Next part
SMILES,TTR transcr act
CCOC(=O)c1c(N)sc2c(O)c(Br)ccc12,-1.8
OCCNC(=S)Nc1cccc(Cl)c1Cl,-1.0
Cc1csc(NC(=O)Nc2ccc(Cl)cc2)n1,-3.5
Cc1c(OCC(=O)N2CCC(C(=O)O)CC2)ccc2c3c(c(=O)oc12)CCC3,-2.6
O=C(N/N=C/c1cccs1)c1cccc(S(=O)(=O)Nc2ccc(Cl)cc2)c1,-0.5
COc1ccc(-c2c(C(=O)c3ccccc3)[nH]c(N)c2C(=O)c2ccc(Br)cc2)cc1OC,2.0
Cn1cnnc1Sc1cc(N2CCN(S(=O)(=O)c3ccccc3)CC2)ccc1[N+](=O)[O-],6.2
C[C@H]1[C@@H](N(C)CC2CCCCC2)CC[C@@]23CCCN2C(=O)CCC[C@@H]13,4.3
COc1ccc(-c2c(N)cnc(C(=O)O)c2C)c(OCc2ccccc2)c1OC,0.7
CCOC(=O)NNC(=O)NCCCCCCNC(=O)NNC(=O)OCC,-0.5
CCCCCCN1CCN(C2CN(Cc3ccc(F)cc3)S(=O)(=O)C2)CC1 (stereo not given),-2.5
O=C(CCSc1nc(-c2ccc3c(c2)OCO3)cc(C(F)(F)F)n1)NCc1ccco1,1.5
Cc1sc2nc(CSc3ccccc3)nc(N3CCC(C(N)=O)CC3)c2c1C,-2.1
CCOC(=O)[C@@H]1[C@H]2COc3cc(OC)ccc3[C@H]2N2C(=O)N(c3cccc(F)c3)C(=O)[C@]12C,2.3
COc1ccc(OC)c(-c2nnc(SCC(=O)N3CCOCC3)o2)c1,-2.6
O=C(O)CCC(=O)NNc1ncnc2ccccc12,-1.1
NC(=O)c1ccc(-n2nnnc2SCc2ccccc2)cc1,-0.5
CCc1ccc(CN(C)C(=O)c2cc(S(=O)(=O)N3CCN(CC)CC3)ccc2Cl)cc1,-0.5
O=C(CSc1nnnn1-c1ccc(Cl)cc1)Nc1cccnc1Cl,-0.1
CC(C)(C)NC(=O)Nc1cccc(Cl)c1Cl,-2.3
Brc1ccc(-c2nn[nH]n2)cc1,6.3
O=C(Cc1n[nH]c(=O)[nH]c1=O)N/N=C/c1c(O)ccc2ccccc12,-1.1
O=C(NCCc1ccccn1)c1cc(-c2ccc(Cl)cc2)nc2ccccc12,-1.1
CCNC(=O)NC(=O)C(C)OC(=O)c1oc2ccccc2c1CSC1CCCCC1 (stereo not given),7.1
CCOc1ccc(S(=O)(=O)N2CN3CCN(C3)C2)cc1,6.5

Later entries
SMILES,TTR transcr act
CC(C)NC(=O)c1nc2c(nnn2Cc2cccc(Cl)c2)c(=O)[nH]1,-1.5
COc1ccc(S(=O)(=O)NNC(=O)c2ccc(-n3c(C)ccc3C)cc2)cc1,-0.2
COc1ccc(OCc2cc(C(=O)N3CCC(OC)CC3)no2)c2ccccc12,1.0
COCCn1c(SCC(=O)NC(C)c2ccccc2)nc2ccccc21 (stereo not given),-0.3
Cn1cccc1C(=O)NC(=O)COC(=O)CCNS(=O)(=O)c1cccc(C(F)(F)F)c1,1.1
COc1ccc(C(=O)NC(=S)N2CCN(c3ccc([N+](=O)[O-])cc3)CC2)cc1,-0.6
COC(=O)C1(Cc2ccc3c(c2)CCC3)Cc2ccc3c(c2C1=O)CCC3 (stereo not given),-1.5
Cc1ccc2nc(NCc3ccc(F)cc3)c3nncn3c2c1,1.0
Cc1cccc(-n2cnc(C(=O)NNC(=S)Nc3ccccc3)c2)n1,-0.5
COc1cc2c(cc1OC)CN(Cc1cc(=O)oc3c(C)c(C)ccc13)CC2,1.1
COc1ccc(C(=O)NCCCN2CCOCC2)cc1S(=O)(=O)N1CCCc2ccccc21,-1.1
COc1ccc(S(=O)(=O)N2CCC(C(=O)Nc3nnc(CCN4CCCCC4)s3)CC2)cc1,-1.0
O=Cc1ccc(-c2cccc([N+](=O)[O-])c2)o1,0.2
COc1cccc(NC(=O)CN(C)CC(=O)Nc2ccc(C)cc2Cl)c1,2.3
CCN(CC)S(=O)(=O)C1CCS(=O)(=O)C1 (stereo not given),1.5
Cc1cccc(C(=O)N2CCC(c3nc4ccccc4s3)CC2)c1,-0.8
Clc1ccc(-c2c[n+](Cc3cccc(Cl)c3)c3n2CCC3)cc1,0.1
C[C@H](CCC(=O)O)[C@H]1CC[C@H]2[C@@H]3[C@H](O)C[C@@H]4C[C@H](O)CC[C@]4(C)[C@H]3C[C@H](O)[C@]12C,-0.7
Cc1cc(N2CCN(c3ccc(F)cc3)CC2)nc2cc(O)ccc12,-2.4
CCCn1c(C2CCCN2c2nc(-c3ccc(C)cc3)cs2)nc2ccccc21 (stereo not given),1.2
N#Cc1ccc(N2CCCC2C(=O)O)c([N+](=O)[O-])c1 (stereo not given),0.8
CCCC(=O)c1cc(F)c(N2CCN(C(=O)OCC)CC2)cc1C,0.5
O=C(NCCCNC(=O)NC1CCCCC1)NC1CCCCC1,-0.3
O=C(NCc1cccnc1)c1cn(-c2ccccc2)nc1-c1cccs1,-3.0
CN1OC[C@@H]2CN(C(=O)CCc3ccccc3)[C@H](c3cccc(N4CCOCC4)c3)C[C@@H]21,1.4

Remaining list, next part:
SMILES,TTR transcr act
CCn1c(SCC(N)=O)nc2sc3c(c2c1=O)CCN(C)C3,2.4
C#CCNC(=O)/C=C/c1ccc(C)cc1,-1.0
COc1cccc(N/C(SCc2ccccc2C)=C(/C#N)C(=O)NCc2cccs2)c1,-1.2
CC1=CS/C(=C(/C#N)C(=O)NCc2ccco2)N1c1ccccc1,-3.6
COc1ccc(CNC(=O)CCC(=O)Nc2ccc(Cl)cc2)cc1,3.1
COc1ccc(OC)c(C(=O)NC(CC(N)=O)c2ccc(NCCN3CCCC3)c([N+](=O)[O-])c2)c1 (stereo not given),1.0
CCN(CC)CCNC(=O)C(=O)Nc1cc2c3c(c1)CCN3C(=O)CC2,3.3
CCN1CCN(S(=O)(=O)CC2(C)C3CCC2(C)C(=O)C3Br)CC1 (stereo not given),-0.5
O=C(NNC(=O)c1csc(-c2cccs2)n1)c1ccc(Cl)cc1,-3.2
COc1cc2c(C#CCO)c(-c3ccc(C#N)cc3)oc(=O)c2cc1OC,2.8
CC(=O)c1cc2c(cc1NC(=O)C1CN(C(C)=O)c3ccccc3O1)OCO2 (stereo not given),-0.5
Cc1ccc(C(=O)NCC(=O)OC(C)C(=O)Nc2ccc(N(C)C)cc2)s1 (stereo not given),-0.3
Cn1c(N)c(C(=O)Nc2ccc(-c3ccccc3)cc2)sc1=S,0.4
Cc1ccccc1-c1nc(-c2cccnc2)no1,-0.6
O=C1CC(c2ccccc2)n2nc(NC(=O)c3cccnc3)nc2N1 (stereo not given),-0.1
O=C(Nc1ccc(-n2ccc(C(F)(F)F)n2)cc1)Nc1cccc(Cl)c1,-3.1
COc1ccc(OC)c(Nc2nc(C3CC3)nc3c2nnn3Cc2ccccc2)c1,-0.5
Cc1cc(C(=O)O)c(C)n1Cc1ccncc1,-0.7
COc1cccc(/C=N/Nc2ccc(Cl)nn2)c1OC,-0.2
CN(C)C=Nc1nonc1-c1ncn[nH]1,0.0
CC(C)c1ccc(N(CC(=O)NC2CCCCC2)C(=O)CCC(=O)Nc2ccccn2)cc1,0.7
Cn1c(Cc2nc(-c3cnccn3)no2)nnc1SCC(=O)Nc1ccccc1,-0.8
CCOCCCNC(=O)C(c1ccc(C)cc1)N(Cc1ccc2c(c1)OCO2)C(=O)CNC(C)=O (stereo not given),-1.1
O=C(/C=C/c1ccco1)OCc1nnc(-c2ccccc2)o1,0.2
c1cnc2ccc3ncccc3c2c1,4.3

Taken from above.
TTR transcr act result of CCn1c(SCC(N)=O)nc2sc3c(c2c1=O)CCN(C)C3 → 2.4
TTR transcr act result of Cc1ccc(C(=O)NCC(=O)OC(C)C(=O)Nc2ccc(N(C)C)cc2)s1 (stereo not given) → -0.3

Additional entries follow.
SMILES,TTR transcr act
COc1ccc(CN2CCN(C(=O)c3ccc(F)cc3)CC2)c(OC)c1,-2.4
O=C(CN1CCOCC1)N/N=C/c1ccc(-c2cccc(Cl)c2Cl)o1,-1.9
CCCS(=O)(=O)N1CCN(CCN2C(=O)c3cccc4cccc(c34)C2=O)CC1,-0.5
COc1ccc(NC(=O)COc2ccc3c(c2)CCC3)cc1S(N)(=O)=O,-0.9
CC(=O)Nc1ccc(NS(C)(=O)=O)cc1,-0.1
CCN1C(=O)[C@H]2[C@@H](c3ccc(-c4ccc(F)cc4)cc3)N[C@@](CC(C)C)(C(=O)OC)[C@H]2C1=O,0.0
CCN1C(=O)S/C(=C/c2ccc(Oc3ccc([N+](=O)[O-])cn3)c(OC)c2)C1=O,1.9
Cc1ccc(NC(=O)c2cc(-c3ccc4c(c3)OCO4)on2)cc1,-1.3
CCN(C(=O)c1c(-c2ccccc2)noc1C)c1ccccc1,2.3
CC1CCCC/C1=N\Nc1ccc(S(N)(=O)=O)cc1[N+](=O)[O-] (stereo not given),-1.0
NNC(=O)C1SCCN1S(=O)(=O)c1ccc(Cl)cc1 (stereo not given),0.4
CCOc1ccccc1C(=O)NCC(=O)OCC(=O)N1CCCC1,2.6
COc1cccc(C(=O)Cn2c(=O)n(CC3CCCO3)c(=O)c3ccccc32)c1 (stereo not given),2.8
O=S(=O)(N1CCCCC1)N1CCCN(S(=O)(=O)N2CCCCC2)CC1,2.4
CC(=O)N(CCCCl)C(C#N)c1ccccc1 (stereo not given),0.0
COc1ccc(Cl)cc1C(=O)Nc1nnn(C)n1,5.1
COc1cc(/C=N/n2nnnc2N)ccc1OC(C)=O,-0.9
CCN(CC)C(=O)c1ncn2c1C(=O)N(C)CC2,-0.8
CCOC(=O)c1c(C)n(-c2ccc(C)cc2)c2c(C(C(C)=O)C(=O)O)c(Br)c(O)c(O)c12 (stereo not given),3.0
CCc1c(C)nc(N2CCN(c3ccc(Cl)cc3)CC2)[nH]c1=O,-0.4
Cn1nnc2cc(C(=O)Nc3ccccc3)ccc21,-0.2
O=C(NNC(=O)c1ccc(Oc2cc(Cl)cc(Cl)c2)o1)c1ccccc1,-0.3
O=C(CCCn1c(SCC(=O)NCC2CCCO2)nc2ccccc2c1=O)NCc1ccccc1 (stereo not given),-1.6
O=C(CCc1nnc(CCCc2ccccc2)o1)NCCc1ccco1,0.6
CC(OC(=O)C1CC(=O)N(Cc2ccccc2)C1)C(=O)Nc1ccc(F)cc1Cl (stereo not given),0.9
COC(=O)c1ccc(OCCN2CCCCCC2)cc1,-1.4

High-throughput results: PubChem, The Scripps Research Institute Molecular Screening Center

These rows are one share of the data; count on the stated rates, not on these rows.
